# GAA glycogen mod: inhibitors or activators of human alpha-glucosidase glycogen cleavage | Potency, µM (series often up to 76.4 µM), for the others: at the top dose activity change, negative = inhibition, most hits filed as inhibitors | AID 2100 | recombinant GAA, glycogen substrate, Amplex Red glucose oxidase fluorescence | 300,000 tested, 0.38% active; active = well fitted inhibition curve with a large enough effect;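 note: 0% = full enzyme reaction and -100% = no-enzyme basal signal; the screen sought inhibitors and activators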
#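 qHTS, 1536-well; enzyme 4 nM final; cpd up to 77 uM; substrate bovine liver glycogen 30 ug; 50 mM citrate/phosphate pH 5.0, 0.01% Tween-20; 37 C, 40 min; Amplex Red detection 45 min RT; Hill fit → AC50.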
# Numbers without * were called inactive; [ ] = another dose, or the depositor's remark. Potency is the fitted concentration of half-maximal effect. A portion of the library (hit frequency here may not be typical).
SMILES,GAA glycogen mod
CCCn1c(=O)c2sccc2n2c(CCCC(=O)NCCc3ccc(Cl)cc3)nnc12,19.8%[76.3 µM]
COc1ccc2[nH]c(C(=O)NCc3ccccc3)c(C)c2c1,0.6%
CC1=C(C(=O)Nc2ccc(C)cc2C)C(c2ccc(C(C)C)cc2)n2nc(C(F)(F)F)nc2N1 (stereo not drawn),-5.0%[76.3 µM]
COc1ccc(/C=C2\Oc3cc(OCC(=O)N4CCC[C@H]4C(=O)O)ccc3C2=O)cc1OC,-10.2%[76.3 µM]
COCCCNc1nc2c(c(=O)n(Cc3ccc(F)cc3)c(=O)n2C)n1C,0.1%
Cc1cccc(N2CCN(C(=O)c3cccc(N4CCCC4=O)c3)C(C)C2)c1 (stereo not drawn),-15.9%[76.3 µM]
COCCN1CCN(C(=O)c2cc(COc3ccc(F)cc3F)on2)CC1,5.3%[76.3 µM]
COC(=O)c1ccc(NC(=O)C2CCN(C(=O)c3ccc(F)cc3)CC2)cc1,-10.0%[76.3 µM]
CN(C)C1(CNC(=O)COc2ccc([N+](=O)[O-])cc2)CCCCC1,-6.8%[76.3 µM]
COc1cc(OC)cc(C(=O)N[C@H](C(=O)NCc2ccc(F)cc2)C(C)C)c1,2.5%
CCC(C(=O)Nc1ccc(C(=O)OC)cc1)n1nc(-c2ccc(C)c(C)c2)ccc1=O (stereo not drawn),-1.3%[76.3 µM]
CCc1ccccc1-n1c(SCC(=O)NC)nnc1-c1ccco1,-1.0%[76.3 µM]
Cc1cc(NC(=O)c2ccc(F)cc2)n(-c2ccccc2)n1,5.1%
O=C(/C=C/c1cccc(F)c1)NCc1ccc2c(c1)OCO2,-3.9%[76.3 µM]
CCOc1ccc(N(CC)S(=O)(=O)N2CCCC(C(=O)Nc3ccc(OC)c(Cl)c3)C2)cc1 (stereo not drawn),8.3%[76.3 µM]
Cc1oc(-c2cccc(Cl)c2)nc1CN1CCCC(C(=O)N2CCN(c3ccc(F)cc3)CC2)C1 (stereo not drawn),-7.9%[76.3 µM]
CCCn1nnnc1NCc1ccccc1Cl,2.9%[76.3 µM]
CC(=O)Oc1cccc(N2C(=O)C3C4C=CC(CC4)C3C2=O)c1 (stereo not drawn),1.1%
Cc1c(OCC(=O)N(C)c2ccccc2)ccc2c3c(c(=O)oc12)CCC3,-7.9%
O=CN1CCN(S(=O)(=O)c2ccc(S(=O)(=O)NC3CCCCC3)cc2)CC1,-2.9%[76.3 µM]
CCN(CC)S(=O)(=O)c1ccc2c(c1)nc(-c1ccccn1)n2C,-6.4%
Cc1cc(F)ccc1Nc1nc2ccc(Cl)cc2n2cnnc12,-17.5%[76.3 µM]
O=C(CCn1c(=O)c2cccn2c2ccc(F)cc21)NCc1cccc(F)c1,1.6%[76.3 µM]
COC(=O)c1ccc(NC(=O)CCN2CCOCC2)cc1,5.5%[76.3 µM]
Cn1c(SCC(=O)N2CCCCCC2)nc2c(c1=O)SCC2,2.7%[76.3 µM]
Cc1ccc(N(CC(=O)NC2CCCC2)C(=O)CNC(=O)c2cccs2)c(C)c1,-3.4%
COc1cc(C(C)=O)ccc1OCC(O)CN1CCN(c2c(C)cccc2C)CC1 (stereo not drawn),13.4%[76.3 µM]
Cc1ccc(NC(=O)Cn2c([N+](=O)[O-])cnc2C)cc1Cl,3.0%
CCOc1cnn(-c2ccccc2)c(=O)c1Cl,0.2%
COc1ccc(S(=O)(=O)NCc2cccnc2)cc1OC,-1.6%[76.3 µM]
CN(C)c1ccc(/C=C(\NC(=O)c2ccccc2)C(=O)NCc2cccnc2)cc1,1.0%
Cc1cc(N2CCC(C(=O)NCCC(C)C)CC2)n2nc(C)c(-c3ccc(Cl)cc3)c2n1,14.2%[76.3 µM]
CCc1nn(CC(=O)NCC(C)c2ccccc2)c(=O)c2cc3occc3n12 (stereo not drawn),-6.5%[76.3 µM]
Cc1ccc(/C(O)=C2/C(=O)C(=O)N(c3ccccn3)C2c2cccc([N+](=O)[O-])c2)cc1 (stereo not drawn),3.4%
O=S(=O)(c1ccc(F)cc1)n1cnc2ccccc21,-24.2%[76.3 µM]
CCC(C)NC(=O)c1ccccc1NC(=O)C1CCN(S(=O)(=O)Cc2ccccc2)CC1 (stereo not drawn),6.1%[76.3 µM]
CCc1ccc(N2CC(C(=O)NC3CC3)CC2=O)cc1 (stereo not drawn),4.7%[76.3 µM]
Cc1cc(C)n(-c2nc3ccccc3nc2Nc2cccc(C(=O)NCCc3ccccc3)c2)n1,-1.3%[76.3 µM]
CCN(CCn1cccn1)C(=O)c1cc(COc2ccccc2SC)on1,-3.9%[76.3 µM]
COc1ccc(/C=C(\C#N)C(=O)Nc2ccccn2)cc1,2.8%

# As a working copy, part of the list above:
SMILES,GAA glycogen mod
Cn1c(SCC(=O)N2CCCCCC2)nc2c(c1=O)SCC2,2.7%[76.3 µM]
Cc1ccc(N(CC(=O)NC2CCCC2)C(=O)CNC(=O)c2cccs2)c(C)c1,-3.4%
COc1cc(C(C)=O)ccc1OCC(O)CN1CCN(c2c(C)cccc2C)CC1 (stereo not drawn),13.4%[76.3 µM]
Cc1ccc(NC(=O)Cn2c([N+](=O)[O-])cnc2C)cc1Cl,3.0%
CCOc1cnn(-c2ccccc2)c(=O)c1Cl,0.2%
COc1ccc(S(=O)(=O)NCc2cccnc2)cc1OC,-1.6%[76.3 µM]
CN(C)c1ccc(/C=C(\NC(=O)c2ccccc2)C(=O)NCc2cccnc2)cc1,1.0%

# Next compounds.
SMILES,GAA glycogen mod
O=C(CC(Sc1ccc(Br)cc1)C(=O)O)c1ccc(F)cc1 (stereo not drawn),2.0%
COc1ccccc1NS(=O)(=O)c1ccc2c(c1)CCN2C(=O)CCC(=O)O,0.4%
CCN1C(=O)C2(c3ccccc31)c1c(oc3ccc(C)cc3c1=O)C(=O)N2CCCOC(C)C (stereo not drawn),14.1%[76.3 µM]
CN(C(=O)c1ccc2c(c1)N(Cc1ccccc1F)C(=O)c1ccccc1S2(=O)=O)C1CCCCC1,-14.0%[76.3 µM]
Cc1cc(F)ccc1S(=O)(=O)N1CCCOC1CNC(=O)C(=O)NCCCN1CCOCC1 (stereo not drawn),2.3%[76.3 µM]
O=C1NC2(CCCCO2)CO1 (stereo not drawn),-3.5%[76.3 µM]
Cc1[nH]n(-c2ccccc2)c(=O)c1N=Nc1ccc(C(N)=O)cc1,-4.3%[76.3 µM]
Cc1cc(C)cc(-n2c(SCC(=O)Nc3ccccc3F)nc3c(oc4ccccc43)c2=O)c1,-11.2%[76.3 µM]
Cc1oc(/N=C/c2ccc(F)cc2)c(C#N)c1C,-9.9%[76.3 µM]
COc1cccc(NC(=O)CCN2C(=O)c3cccc([N+](=O)[O-])c3C2=O)c1,4.1%
CC(=O)c1c(C)oc2ccc(NS(=O)(=O)c3ccc(C(C)C)cc3)cc12,14.3%[76.3 µM]
COc1ccc(-c2noc(C3CCCN(C(=O)c4cccc(C)c4)C3)n2)cc1 (stereo not drawn),-4.9%[76.3 µM]
O=C(c1ccoc1)N1CCCC(N2CCN(c3ccc(F)cc3)CC2)C1 (stereo not drawn),-3.3%[76.3 µM]
CCOc1ccccc1C(=O)Nc1c(NC)c2ccccc2oc1=O,13.8%[76.3 µM]
Cc1ccc2oc(C(=O)Nc3ccc(S(=O)(=O)Nc4ncccn4)cc3)c(C)c2c1,-6.0%[76.3 µM]
COc1cccc(CNC(=O)C(C)n2ncn3cccc3c2=O)c1OC (stereo not drawn),-12.0%[76.3 µM]
CC(c1nccs1)N(C)C(=O)c1ccc(OC2CCN(CCc3ccccc3)CC2)cc1 (stereo not drawn),2.6%[76.3 µM]
CCCCCCc1c(C)[nH]c2nc3ccccc3n2c1=O,0.9%
Cc1cccc(C)c1OCC(=O)NCC1(N(C)C)CCCCC1,11.7%[76.3 µM]
Cc1ccc(C)c(NC(=O)Cn2c(=O)n(Cc3ccc4c(c3)OCO4)c(=O)c3ccccc32)c1,-6.9%[76.3 µM]
O=C(NCc1ccccn1)Nc1ccccc1C(F)(F)F,3.3%[76.3 µM]
Oc1ccc(-c2nc3ccc(Cl)cn3c2Nc2ccc3c(c2)OCO3)cc1,8.8%[76.3 µM]
COc1ccc(-c2nc3c(c(=O)[nH]c(=O)n3Cc3ccccc3)n2CCO)cc1,-11.6%[76.3 µM]
CCOC(=O)CSc1nc2ccc(NC(=O)COc3ccc(F)cc3)cc2s1,-1.6%[76.3 µM]
COc1cc(Cl)ccc1OCc1cc(C(=O)N2CCCCC2c2cccnc2)no1 (stereo not drawn),-10.4%[76.3 µM]
CCOc1cc(S(=O)(=O)Nc2ccncc2)ccc1F,-0.8%[76.3 µM]
CCCN1CCC(NC(=O)CC2C(=O)NCCN2Cc2cccc(OC)c2)CC1 (stereo not drawn),-7.2%[76.3 µM]
CC(=O)c1ccc(NC(=O)CSc2nc(C3CC3)nc3ccccc23)cc1,8.8%
CCc1ccc2oc(C(=O)Nc3cc(C)ccc3C)cc(=O)c2c1,-6.2%[76.3 µM]
CCCc1c(C(=O)N/N=C/C(C)=C/c2ccccc2)nnn1-c1nonc1N,-5.8%[76.3 µM]
COc1ccc2[nH]c3c(c2c1)CCN1C(=O)N([C@@H](C)C(=O)NC2CCN(Cc4ccccc4)CC2)C(=O)[C@]31C,17.6%[76.3 µM]
COc1ccc(NC(=O)C2C3C=CC4(O3)C2C(=O)N(CCN2CCCCC2)C4C(=O)NC2CCCCC2)cc1 (stereo not drawn),-2.9%
N#Cc1ccccc1S(=O)(=O)N1CCCC(c2nc3c(nnn3Cc3cccc(Cl)c3)c(=O)[nH]2)C1 (stereo not drawn),9.5%[76.3 µM]
Cc1cc(=O)oc2c3c(cc(OCC(=O)Nc4cccnc4)c12)OC(C)(C)CC3,-8.2%[76.3 µM]
Cc1nc(NC(=O)CSc2nccn2C)sc1C(=O)N(C)C,4.4%[76.3 µM]
CN1CCc2c(sc3nc(SCC(N)=O)n(-c4ccc(Cl)cc4)c(=O)c23)C1,1.9%
CCOc1ccc(CNCCCSc2ncccn2)cc1,6.6%[76.3 µM]
O=C(Oc1ccc(-c2nnco2)cc1)C1CCN(C(=O)c2ccc(F)cc2)CC1,-2.2%[76.3 µM]
CCOC(=O)c1cc2c(=O)c3ccccc3oc2nc1C,4.9%
O=C(CCc1cn2ccccc2n1)NC1CCCc2c1cnn2-c1ccccc1F (stereo not drawn),-1.8%[76.3 µM]

# Two of the compounds above, bar-delimited.
canonical_smiles | GAA glycogen mod
CCOc1ccc(CNCCCSc2ncccn2)cc1 | 6.6%[76.3 µM]
O=C(Oc1ccc(-c2nnco2)cc1)C1CCN(C(=O)c2ccc(F)cc2)CC1 | -2.2%[76.3 µM]

# Remaining list, next part:
SMILES,GAA glycogen mod
CCN(CC)c1nc(-c2ccc(C(C)(C)C)cc2)nc2ccccc12,8.2%[76.3 µM]
O=C(Nc1ccc(Oc2cccnc2)cc1)C1CCN(Cc2ccccc2F)CC1,-0.8%[76.3 µM]
CC(=O)Nc1ccc(NC(=O)COc2ccc(S(=O)(=O)N3CCCC3)cc2)cc1,0.7%
Cc1ccc(NC(=O)c2nn(C)c3c2CS(=O)(=O)c2ccccc2-3)c(Cl)c1,3.7%[76.3 µM]
COc1ccccc1-n1nnnc1SCC(=O)Nc1ccc(C)c(N)c1,-5.0%
Cc1ccc(NC(=O)Cn2c(=O)n(CCC(=O)NCc3ccc4c(c3)OCO4)c(=O)c3sccc32)c(C)c1,9.5%[76.3 µM]
COc1ccc(NC(=S)N2CCN(C(=O)c3ccco3)CC2)cc1,-3.7%
CCOc1ccc2oc(-c3ccccc3)c(C(N)=O)c2c1,0.6%
CCCCOc1ccc(C(=O)NCC(=O)NCC2CCCO2)cc1 (stereo not drawn),-5.0%[76.3 µM]
CCOc1c(Br)cc(C(=O)N2CCCN(C)CC2)cc1OC,0.7%
Cc1ccc(N(CC(=O)Nc2cc(C)ccc2C)S(C)(=O)=O)cc1,11.9%[76.3 µM]
CCOc1ccc(N(Cc2cc3cc(C)ccc3[nH]c2=O)C(=O)COC)cc1,16.2%[76.3 µM]
COc1ccccc1N(CC(O)CN1CCCCC1)S(=O)(=O)c1ccc(C)cc1 (stereo not drawn),12.5%
Cc1ccccc1OCC(=O)Nc1sc2c(c1C(=O)OC(C)C)CCCC2,-4.6%[76.3 µM]
COc1ccc(N(C(=O)c2ccco2)C(C(=O)NC2CCCC2)c2cccnc2)c(OC)c1 (stereo not drawn),2.7%
CCn1cc(Cl)c(C(=O)Nc2cccc(CN3CCOCC3)c2)n1,-7.2%[76.3 µM]
CCNC(=O)CCn1nc(-c2ccc(C)cc2)c2ccccc2c1=O,-0.6%
Cc1cccc(NC(=O)Nc2nnc(N(C)C3CCCCC3)s2)c1C,17.9%[76.3 µM]
CCCCCNc1nc2c(-c3ccccc3)nnn2c2ccccc12,-20.5%[76.3 µM]
CCN(CC)S(=O)(=O)c1nnc(NC(=O)c2ccc(C)cc2)s1,3.6%[76.3 µM]
COc1ccc(Nc2nc(C)nc(N)c2S(=O)(=O)c2ccccc2)cc1,-14.1%[76.3 µM]
Cc1ccc2nc(C)c(CN3CCN(c4ccc([N+](=O)[O-])cc4Cl)CC3)n2c1,-4.0%
COc1ccc(N2CCN(S(=O)(=O)c3csc(C(N)=O)c3)CC2)cc1,-2.9%[76.3 µM]
CCCNC(=O)c1ccc2c(c1)N=C(CCC)c1ccccc1S2,-9.1%[76.3 µM]
O=C(NCc1ccccc1Cl)C1CCCN(c2nc3ccccc3n3cccc23)C1 (stereo not drawn),5.5%[76.3 µM]

# Quoted at random: 3 records from the list.
SMILES,GAA glycogen mod
CCCNC(=O)c1ccc2c(c1)N=C(CCC)c1ccccc1S2,-9.1%[76.3 µM]
COc1ccc(Nc2nc(C)nc(N)c2S(=O)(=O)c2ccccc2)cc1,-14.1%[76.3 µM]
COc1ccc(N2CCN(S(=O)(=O)c3csc(C(N)=O)c3)CC2)cc1,-2.9%[76.3 µM]
